# Casp1 inh: blocks human caspase-1 allosterically or competitively | Caspase-1 enzyme, Ac-WEHD-AFC fluorogenic rate | Potency, µM (doses to about 57.5 µM), without a hit: at the top dose activity change, negative = inhibition, actives largely listed as inhibitors | actives 0.03% (n = 75,000) | AID 900;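 note: potency is the fitted concentration of half-maximal effect; plate controls were vehicle for no effect and no substrate for full effect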
# 4MU fluor: compound fluoresces in the 4-MU spectral region; compound autofluorescence, 340/450 nm, 4-MU equivalents; stronger effect = higher value; max dye-equivalent concentration, M; actives 11% (n = 59,000); AID 589; in the data active = max dye-equivalent concentration above about 10 nM; inconclusive = mostly about 1.1 nM to 9.6 nM
#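 Compounds in 100 mM Tris, pH 8.0, sat 15 min at room temperature before fluorescence was read at 340 nm excitation/450 nm emission; a per-plate six-point 4-MU standard curve converted signals to dye-equivalent concentration at each compound concentration.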
# A350 autofl: compounds fluorescent in Alexa 350 spectral region; Compound autofluorescence, 340/450 nm, Alexa 350 dye-equivalents; stronger effect = higher value; actives 11% (n = 59,000); max dye-equivalent concentration, M; in the data active = max dye-equivalent concentration above about 10 nM; inconclusive = mostly about 1.1 nM to 9.6 nM
# Rhodamine autofl: compound autofluorescence in rhodamine spectral region. Rhodamine-region fluorescence, 547/598 nm, Tris buffer; stronger effect = higher value. max dye-equivalent concentration, M. actives 0.05% (n = 59,000). AID 594; in the data active = max dye-equivalent concentration above about 11 nM; inconclusive = between about 1.1 nM and that limit
#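 Read-out is relative fluorescence at 547 nm excitation and 598 nm emission, expressed as dye-equivalent concentration using rhodamine standards on every plate. Each compound was profiled across a concentration series after 15 min in 100 mM Tris, pH 8.0.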
# Fluorescein autfl: compound autofluorescence in fluorescein spectral region. AID 593. max fluorescein-equivalent concentration, M. actives 0.91% (n = 59,000). Compound autofluorescence, 480/540 nm, fluorescein-equivalent; stronger effect = higher value; in the data active = max fluorescein-equivalent concentration above about 10 nM; inconclusive = between about 1.1 nM and that limit
#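 Library compounds, added at multiple concentrations to pH 8.0 Tris buffer (100 mM), incubate 15 min at room temperature before CCD imaging at 480 nm excitation and 540 nm emission.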
# Tau fil binding: tau filament binding | recombinant tau filaments, thioflavin S fluorescence, 15 h; filaments grown with octadecylsulfate alongside compound | actives 2% (n = 71,000) | P10636 | Potency, µM (highest dose often 57.1 µM), without a hit: at the top dose activity change, negative = inhibition;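 note: potency is the fitted concentration of half-maximal effect; % is set by controls: 0 for no effect and ±100 for the full control effect; actives lower thioflavin S fluorescence by blocking filaments or displacing dye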
#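 His-tagged recombinant human tau (exons 2, 3 and 10 included), 1 uM, was induced to fibrillize by 30 uM sodium octadecylsulfate with compound present. After 15 h at 37 C, thioflavine S fluorescence (ex 450, em 510 nm) was read.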
# TexasRed autofl: Texas Red region autofluorescence; max dye-equivalent concentration, M; Compound fluorescence, Texas Red channel, 547/618 nm; stronger effect = higher value; actives 0.06% (n = 59,000); in the data active = max dye-equivalent concentration above about 10 nM; inconclusive = between about 1.1 nM and that limit
#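 Dye-equivalent concentrations come from scaling compound signal (ex 547, em 618 nm) to six Texas Red standard concentrations run on every plate, after 15 min room-temperature incubation in pH 8.0 Tris (100 mM).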
# ERK AVP inh: blocks ERK signaling stimulated by vasopressin. HEK293-V1b, vasopressin-stimulated pERK AlphaScreen. Potency, µM (top dose mostly 57.5 µM), for inactives: top-dose activity, negative = inhibition, usual class: inhibitors. actives 0.99% (n = 72,000); note: potency is the fitted concentration of half-maximal effect; % is set by controls: 0 for no effect and ±100 for the full control effect; nearly all actives have a fitted effect of over 55% in size
#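 qHTS, compounds titrated on V1b-expressing HEK293 cells. Preincubation 30 min at 37C, vasopressin 25 nM for 5 min, lysis 10 min, bead incubation 5 hr at room temperature.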
# Luciferase inh: blocks Photinus pyralis firefly luciferase activity; P08659; purified firefly luciferase, luminescence, 8 min; Potency, µM (top dose mostly 57.1 µM), without a hit: at the top dose activity change, negative = inhibition, most hits filed as inhibitors; actives 2.2% (n = 72,000); note: potency is the fitted concentration of half-maximal effect; % is set by controls: 0 for no effect and ±100 for the full control effect; nearly all actives have a fitted effect of over 40% in size
# Target sequence (P08659 whole entry, looked up): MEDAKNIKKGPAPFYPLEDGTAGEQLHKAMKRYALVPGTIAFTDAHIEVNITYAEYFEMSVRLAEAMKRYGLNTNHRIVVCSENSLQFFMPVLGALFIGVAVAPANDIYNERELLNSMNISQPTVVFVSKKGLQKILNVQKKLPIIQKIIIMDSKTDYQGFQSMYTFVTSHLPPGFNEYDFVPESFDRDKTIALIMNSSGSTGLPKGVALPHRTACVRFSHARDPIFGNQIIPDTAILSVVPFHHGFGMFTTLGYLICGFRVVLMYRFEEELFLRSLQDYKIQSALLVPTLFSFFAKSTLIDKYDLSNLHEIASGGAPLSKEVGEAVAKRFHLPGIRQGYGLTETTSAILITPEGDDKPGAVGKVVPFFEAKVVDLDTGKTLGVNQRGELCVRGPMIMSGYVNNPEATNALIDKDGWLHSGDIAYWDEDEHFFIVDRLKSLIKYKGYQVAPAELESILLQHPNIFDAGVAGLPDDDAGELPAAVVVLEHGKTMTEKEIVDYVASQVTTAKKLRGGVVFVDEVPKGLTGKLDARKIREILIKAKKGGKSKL
#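 Luminescence read-out after 8 min at room temperature; enzyme reaction used luciferin plus 10 uM ATP (linear range) in imidazole buffer pH 7.2 with KCl, MgCl2, Tween 20 and BSA. Each sample was run as a titration.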
# Caspase-7 inhib: blocks human caspase-7 allosterically or competitively. P55210. recombinant caspase-7, Ac-DEVD-AFC fluorescence rate. Potency, µM (series often up to 57.5 µM), inactives show at the top dose activity change, negative = inhibition, most hits filed as inhibitors. actives 0.02% (n = 75,000). AID 889; active = well fitted inhibition curve with a large enough effect in the main read-out, with a control signal flat, not every such curve was filed as active; inconclusive = small, poorly fitted or top-dose-only effect, or a change in a side signal; note: potency is the fitted concentration of half-maximal effect; % of control where 0% means no effect
# Target sequence (P55210 24-198 limits assumed): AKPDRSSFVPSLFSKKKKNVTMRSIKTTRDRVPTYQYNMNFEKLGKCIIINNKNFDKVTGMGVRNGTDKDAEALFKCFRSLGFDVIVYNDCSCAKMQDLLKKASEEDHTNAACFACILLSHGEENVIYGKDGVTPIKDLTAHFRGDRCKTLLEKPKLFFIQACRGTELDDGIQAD
# Target sequence (P55210 207-303 limits assumed): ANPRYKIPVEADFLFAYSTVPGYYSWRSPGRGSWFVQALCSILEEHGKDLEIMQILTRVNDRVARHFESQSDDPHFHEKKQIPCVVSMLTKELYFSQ
# HEK293 cAMP ctrl: raises cAMP in parental HEK293 cells, TSHR agonist counter-screen | Potency, µM (highest dose often 57.1 µM), for the others: top-dose activation, most hits filed as activators | parental HEK293 CNG cAMP sensor, membrane potential fluorescence | actives 2.5% (n = 73,000); note: potency is the fitted concentration of half-maximal effect; % of control where 0% means no effect; nearly all actives have a fitted effect of over 55% in size
#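 Parental HEK 293 cells stably expressing a modified CNG channel (no TSHR) report cAMP rise as membrane depolarization. Membrane potential dye with 100 uM RO 20-1724 was loaded for 60 min at room temperature, then compound added for 30 min; fluorescence read at 590 nm.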
# * = called active by the depositor; i = inactive; u = inconclusive; x = no result given; [ ] = dose if it differs, or a comment. Unless noted, calls come from the whole dose curve; as a rule, active = well fitted curve in the direction sought with a large enough effect; inconclusive = small, poorly fitted or top-dose-only effect, or another doubt; inactive = no such curve, though single readings can be large; an effect the other way counts as inactive or inconclusive. An excerpt (hit frequency here may not be typical).
no.	SMILES	Casp1 inh	4MU fluor	A350 autofl	Rhodamine autofl	Fluorescein autfl	Tau fil binding	TexasRed autofl	ERK AVP inh	Luciferase inh	Caspase-7 inhib	HEK293 cAMP ctrl
1	COc1cccc(C(=O)Cn2c(N3CCOCC3)nc3c2c(=O)n(C)c(=O)n3C)c1	0%	i	u	i	i	-6%	i	-15%	1%	0%	-8%
2	CCCCOCCCNC(=O)c1ccc2c(c1)OCO2	-1%	x	x	x	x	0%[11.4 µM]	x	-3%	2%	1%	27%[11.4 µM]
3	CN(Cc1ccco1)c1nc(-c2ccccc2C(F)(F)F)nc2ccccc12	-3%	i	i	i	i	0%	i	2%	-1%[2.29 µM]	-3%	10µM*
4	COC(=O)[C@@]1(Cc2ccc(OC)cc2)[C@H]2c3cc(C(=O)N(C)C)n(CCc4ccc(O)c(OC)c4)c3C[C@H]2CN1C(=O)c1ccccc1	-3%	x	x	x	x	-6%	x	5%	x	-3%	2%
5	O=C(NC1CC2CCCC(C1)N2C(=O)N1CCCCC1)C1CCCCC1 (stereo not given)	3%	i	i	i	u	2%	i	3%	1%	-1%	-6%
6	COc1ccccc1-c1ccc2ncnc(NCc3cccnc3)c2c1	1%	i	i	i	i	2%	i	6%	1%[2.29 µM]	1%	u
7	CN1CC2=Cc3ccccc3OC23Oc2ccccc2C=C3C1	-1%	i	u	i	u	u	i	u	4%	-5%	u
8	CNC(=O)c1ccc(OCc2ccccc2)c(OC)c1	2%	i	i	i	u	7%	i	3%	-3%	-1%	-5%
9	COc1ccc2c(c1)nc1n2CN(CC2CCCO2)CN1Cc1ccccc1 (stereo not given)	4%	i	i	i	i	-2%	i	-12%	-19%	0%	9%
10	CN(C)c1nc(-c2ccoc2)nc2ccccc12	-3%	i	i	i	i	16µM*	i	-10%	-1%[2.29 µM]	-3%	6%
11	O=C(Nc1ccc(S(=O)(=O)NCc2cccnc2)cc1)c1ccco1	-1%	i	i	i	u	-12%	i	24%	1%	2%	21%
12	CCn1c(SCC(=O)OCc2ccccc2)nnc1-c1ccco1	2%	i	i	i	u	17%	i	15%	-4%	0%	u
13	Cn1c(=O)c2c(nc(CN3CCc4ccccc4C3)n2CCc2ccccc2)n(C)c1=O	2%	i	i	i	u	2%	u	3%	4%	-1%	5µM*
14	Cc1cc(C)nc(SCc2nnc(SCC(=O)OC3CCCCC3)o2)n1	0%	i	i	i	i	-2%	i	u	0%	1%	23%
15	CC1Cc2ccccc2N1C(=O)CSc1nnc2sc3ccccc3n12 (stereo not given)	0%	i	i	i	i	30%	i	-17%	-2%	0%	u
16	COc1ncc2ncc(=O)n(C[C@H]3CCCO3)c2n1	-2%	i	i	i	u	8%	i	-13%	1%[11.4 µM]	-6%	u
17	O=C(O)c1cc(-c2ccncc2)nc2ccccc12	2%[11.5 µM]	i	i	i	i	2%[11.4 µM]	i	13%[11.5 µM]	1%[11.4 µM]	2%[11.5 µM]	0%[11.4 µM]
18	Cc1ccc(S(=O)(=O)NCCc2ccncc2)cc1	0%	x	x	x	x	4%	x	-10%	0%	-1%	8%
19	O=C(Oc1nsnc1N1CCOCC1)N1CCCCC1	-1%	i	i	i	i	4%	i	-8%	0%	1%	10%
20	CC1(C(=O)NC2CCCCC2)CCC(=O)N1Cc1cccnc1 (stereo not given)	-4%	x	x	x	x	2%	x	3%	2%	1%	4%

# The listing continues.
no.	SMILES	Casp1 inh	4MU fluor	A350 autofl	Rhodamine autofl	Fluorescein autfl	Tau fil binding	TexasRed autofl	ERK AVP inh	Luciferase inh	Caspase-7 inhib	HEK293 cAMP ctrl
21	COCc1nnc(NC(=O)CCC2CCCCC2)s1	0%	i	i	i	u	-4%	i	-11%	-1%	-1%	7%
22	COc1ccc(C(C(=O)NC2CCCCC2)N(CC2CCCO2)C(=O)CNC(=O)c2ccco2)cc1 (stereo not given)	3%	i	u	i	u	1%	i	-11%	-1%	-3%	6%
23	COCCSc1nnc(NC(=O)C2CCCO2)s1 (stereo not given)	0%	i	i	i	i	-4%	i	-9%	1%	0%	4%
24	O=C1C=C(NCc2ccc(Cl)cc2)CC(c2ccco2)C1 (stereo not given)	2%	x	x	x	x	-8%	x	-7%	2%	-5%	19%
25	Cc1c(C#N)c2ccccc2n1CC(=O)NCc1cccnc1	-1%	i	u	i	i	4%	i	-2%	-8%	1%	7%
26	COc1ccc(S(=O)(=O)NC(CC(=O)NCc2ccccc2OC)c2ccco2)cc1 (stereo not given)	1%	i	i	i	u	8%	i	23%	1%	0%	0%
27	Nc1ccc(C(=O)C[C@H](N)C(=O)O)cc1O	-1%[11.5 µM]	i	i	i	i	-9%[11.4 µM]	i	11%[11.5 µM]	2%[11.4 µM]	-1%[11.5 µM]	3%[11.4 µM]
28	O=C(CCC1CCCCC1)Nc1c2c(nn1-c1ccc(F)cc1)CS(=O)(=O)C2	-2%	i	i	i	i	-4%	i	-16%	-3%	0%	3.2µM*
29	Cc1ccccc1S(=O)(=O)O[C@@H]1NS(=O)(=O)c2ccccc21	-1%[11.5 µM]	i	i	i	i	-6%[11.4 µM]	i	-7%[11.5 µM]	2%[11.4 µM]	2%[11.5 µM]	1%[11.4 µM]
30	COC(=O)Nc1ccc(S(=O)(=O)N2CCCCCC2)cc1	-1%	u	u	i	i	1%	i	-13%	1%	3%	7%
31	CCN(CC)S(=O)(=O)N1CCC(C(=O)NCCN2CCOCC2)CC1	-1%	1.5e-08M*	2.2e-08M*	i	i	16%	i	-2%	1%	0%	4%
32	COc1ccc(OC)c(NC(=O)CSc2ccccc2)c1	-1%	i	i	i	i	-14%	i	-5%	1%	-1%	24%
33	CC(C)[C@@H]1N[C@]2(C(=O)Nc3ccccc32)[C@@H]2C(=O)N(c3cccc(C(F)(F)F)c3)C(=O)[C@@H]21	-1%	i	i	i	i	-16%	u	2%	-1%	1%	-8%
34	CC(C)(C)NC(=O)Cn1c(SCC(=O)N2CCCCCC2)nc2ccccc21	1%	i	i	i	u	6%	i	14%	1%	0%	11%
35	CCCc1nnc(NC(=O)C(C)N2C(=O)C3C4C=CC(C4)C3C2=O)s1 (stereo not given)	1%	i	i	i	i	8%	i	22%	-2%	0%	u
36	O=C(NCc1cccnc1)c1cnc2sccn2c1=O	-1%	x	x	x	x	-8%	x	x	-2%	3%	13%
37	CCOc1ccc(-n2cnnn2)cc1S(=O)(=O)NCc1ccccc1	-1%	i	i	i	i	-3%	u	-9%	1%	0%	1%
38	CCCN(CCC)CCNS(=O)(=O)c1ccc2c(c1)oc(=O)n2C	0%	i	i	i	i	1%	i	36%[activator]	1%	1%	5%
39	Cc1cc(-n2[nH]c(C)c(C)c2=O)nc(-c2ccccc2O)n1	-1%	i	i	i	i	-2%	i	12%	3%	1%	0%
40	CCOc1ccccc1NC(=O)c1cc(Cl)ccc1NC(=O)c1ccco1	-4%	3.5e-08M*	3.5e-08M*	i	i	12%	i	-3%	2%	-5%	25µM*
41	Cc1ccc(CCNC(=O)c2coc3nc4ccccc4nc23)cc1	u	1.6e-07M*	1.7e-07M*	i	u	7%	u	27%	1%	-15%	20µM*
42	Nn1c(SCC(=O)NC2CCCCC2)nnc1-c1ccc(Cl)cc1	3%	i	i	i	i	3%	i	-7%	-1%	-1%	2%

# Molecules shown so far with an aryl methoxy group (9):
no.	SMILES	Casp1 inh	4MU fluor	A350 autofl	Rhodamine autofl	Fluorescein autfl	Tau fil binding	TexasRed autofl	ERK AVP inh	Luciferase inh	Caspase-7 inhib	HEK293 cAMP ctrl
1	COc1cccc(C(=O)Cn2c(N3CCOCC3)nc3c2c(=O)n(C)c(=O)n3C)c1	0%	i	u	i	i	-6%	i	-15%	1%	0%	-8%
4	COC(=O)[C@@]1(Cc2ccc(OC)cc2)[C@H]2c3cc(C(=O)N(C)C)n(CCc4ccc(O)c(OC)c4)c3C[C@H]2CN1C(=O)c1ccccc1	-3%	x	x	x	x	-6%	x	5%	x	-3%	2%
6	COc1ccccc1-c1ccc2ncnc(NCc3cccnc3)c2c1	1%	i	i	i	i	2%	i	6%	1%[2.29 µM]	1%	u
8	CNC(=O)c1ccc(OCc2ccccc2)c(OC)c1	2%	i	i	i	u	7%	i	3%	-3%	-1%	-5%
9	COc1ccc2c(c1)nc1n2CN(CC2CCCO2)CN1Cc1ccccc1 (stereo not given)	4%	i	i	i	i	-2%	i	-12%	-19%	0%	9%
16	COc1ncc2ncc(=O)n(C[C@H]3CCCO3)c2n1	-2%	i	i	i	u	8%	i	-13%	1%[11.4 µM]	-6%	u
22	COc1ccc(C(C(=O)NC2CCCCC2)N(CC2CCCO2)C(=O)CNC(=O)c2ccco2)cc1 (stereo not given)	3%	i	u	i	u	1%	i	-11%	-1%	-3%	6%
26	COc1ccc(S(=O)(=O)NC(CC(=O)NCc2ccccc2OC)c2ccco2)cc1 (stereo not given)	1%	i	i	i	u	8%	i	23%	1%	0%	0%
32	COc1ccc(OC)c(NC(=O)CSc2ccccc2)c1	-1%	i	i	i	i	-14%	i	-5%	1%	-1%	24%
